# Screening results deposited in PubChem by NCI.
# NCI-60 one-dose screen, 48 h, at 10 µM unless noted. Numbers give growth in % (100 = growth as untreated, 0 = no growth, -100 = all killed).
# NCI-H23: NCI-H23 lung cancer; actives 4% (n = 80,000); AID 1794731
# SN12C: SN12C renal cancer cells | AID 1794767 | actives 3.8% (n = 81,000)
# OVCAR-4: OVCAR-4 ovarian cancer cells | actives 3.7% (n = 80,000) | AID 1794784
# OVCAR-3: OVCAR-3 ovarian cancer; actives 7% (n = 79,000); AID 1794787
# IGROV1: IGROV1 ovarian cancer; actives 4.7% (n = 79,000); AID 1794786
# NCI-H226: NCI-H226 lung cancer | AID 1794732 | actives 3.5% (n = 79,000)
# NCI/ADR-RES: NCI/ADR-RES ovarian cells; actives 4.4% (n = 81,000); AID 1794790
# SK-OV-3: SK-OV-3 ovarian cancer cells; actives 3.2% (n = 80,000)
# OVCAR-5: OVCAR-5 ovarian cancer; actives 2.9% (n = 82,000)
# Starred values were filed as active, the others as inactive; / = not tested or not shown. The calls were made as follows: active = growth percent below 10; inactive = the rest. Compounds were not picked by outcome. Share with any hit: about 9.4%.
SMILES,NCI-H23,SN12C,OVCAR-4,OVCAR-3,IGROV1,NCI-H226,NCI/ADR-RES,SK-OV-3,OVCAR-5
CCC(=O)Cc1ccccn1,104,104,115,113,104,107,99,111,103
O=C(CN1C(=O)C(=O)c2ccccc21)Nc1ccc(-c2nc3ccccc3s2)cc1,95,96,95,89,101,91,103,110,113
CC(CCC(=O)O)[C@H]1CCC2C3C(=O)C[C@@H]4CC(=O)CC[C@]4(C)C3CC(=O)[C@@]21C (stereo not given in full),101,93,112,117,105,103,100,106,/
COc1ccc(C2C(C#N)=C(N)Oc3c2c(=O)n(C)c(=O)n3C)cc1 (stereo not given),105,101,100,120,117,103,98,107,111
Cc1c(N)ccc(-c2ccc(N)c(C)c2S(=O)(=O)O)c1S(=O)(=O)O,98,106,112,124,110,111,102,111,101
CC(C)OC(=O)NCc1ccccc1,98,101,106,110,126,108,100,101,99
NC1N=C(Nc2ccccc2)N=CC(c2cc3ccccc3oc2=O)=N1 (stereo not given),91,111,87,103,97,69,104,62,103
O=C(COc1ccc(NC(=O)Nc2ccccc2)cc1)N=Nc1c(O)[nH]c2ccc(Cl)cc12,91,109,120,91,109,106,98,111,109
CSC1=Nc2ccccc2N=C(N2CCCC2)C1,106,112,103,114,115,107,105,109,104
COc1ccc(/C=C2\COc3ccc(O)cc3C2=O)c(OC)c1OC,90,66,79,57,91,99,55,112,96
COc1cc(C2CC(c3ccc(Cl)cc3)=NN2c2ccc(Cl)cc2)cc(OC)c1OC (stereo not given),97,88,83,/,95,88,96,98,88
O=[N+]([O-])c1ccc(O)c(C=NCCN=Cc2cc([N+](=O)[O-])ccc2O)c1,96,102,105,107,107,94,98,115,88
C#CCOc1ccc(C(Nc2ccc(F)c(Cl)c2)c2nnnn2C2CCCCC2)cc1OC (stereo not given),96,93,90,104,78,92,89,87,94
CC(C)(C)c1ccc(/C=C/C(=O)Nc2ccc(O)cc2)cc1,81,62,74,60,62,65,60,97,90
CN(C)CC(C(=O)c1ccccc1)c1ccccc1 (stereo not given),58,31,43,-93*,49,47,17,88,59
COc1ccc(/C=C(\c2cc(OC)c(OC)c(OC)c2)c2nnc(-c3ccc(OC)cc3)o2)cc1,92,102,96,92,108,89,83,106,104
CNC(=O)c1cc(Oc2cccc3nc(Nc4ccc(F)c(Cl)c4)ccc23)ccn1,70,60,40,65,44,47,57,70,92
CCOC(=O)C1=C(CC(O)c2ccc(OC)cc2OC)NC(=O)NC1c1ccccc1 (stereo not given),103,105,106,109,118,100,107,114,89
CC(=O)N1CCN(c2cc3c(cc2F)c(=O)c(C(=O)NC2[C@H](O)OC(CO)[C@@H](O)[C@@H]2O)cn3C2CC2)CC1 (stereo not given in full),104,112,108,115,114,103,107,109,103
NC(=S)N/N=C1\C=CCCC1,102,98,116,118,100,93,104,102,102
Nc1cc(Cl)cc2c1-c1ccc(Cl)cc1C2,96,98,/,106,98,98,100,103,100
CCN(CC)CCSCCCNc1c(C)cnc2cc(Cl)ccc12,90,83,86,82,85,100,83,108,98
Cc1cc(C)c(S(=O)(=O)Oc2ccccc2[N+](=O)[O-])c(C)c1,33,36,43,-24*,30,60,8.3*,41,43
O=Cc1c2ccccc2cc2ccccc12,99,95,98,95,122,90,90,102,106
CCOC(=O)C1CCCC12Nc1cccc3cccc(c13)N2 (stereo not given),82,92,99,86,104,98,85,98,95
S=c1nc(-c2ccc(Cl)cc2)cc(-c2ccco2)[nH]1,98,90,104,112,95,97,106,103,105
COc1ccc(C2CC(c3ccc(Nc4nc(NCCO)nc(Nc5ccc(Cl)cc5)n4)cc3)=Nc3c(N)nc(N)nc3N2)cc1 (stereo not given),58,85,67,/,74,89,76,112,121
COc1ccc(-c2nc3sc(-c4cc(OC)c(OC)c(OC)c4)nn3c2/C=C2/C(=O)Nc3ccc(F)cc32)cc1,2.5*,-29*,-32*,-61*,-39*,110,38,6.7*,3.0*
COc1ccc2nc(Cl)c(-c3nnc(-c4ccccc4Cl)o3)nc2c1,100,104,104,/,107,97,105,101,110
O=C(Cn1nnnc1C(=O)c1ccccc1)c1ccc(Br)cc1,97,96,/,107,92,89,103,101,95
COc1ccc(NC(=O)Cn2c(=O)c3ccccc3c(=O)n2-c2ccccc2)cc1,93,99,82,98,97,94,87,95,100
COc1ccc2c(c1)c(-c1ccc(-c3cn(C)c4ccc(OC)cc34)[nH]1)cn2C,34,32,-40*,-42*,23,59,3.1*,51,31
NS(=O)(=O)c1ccc(-n2cc(CN3CCCCC3)nn2)cc1,107,100,105,113,104,99,109,122,105
Cc1cc2ccccc2cc1C(=O)c1ccccc1,90,90,84,101,68,81,66,85,97
COc1cc(C2CC(=O)Nc3c(-c4ccc(F)cc4)csc32)cc(OC)c1OC (stereo not given),57,78,54,88,76,64,64,78,88
CC(C)(C)[Si](C)(C)OC1[C@@H](COC(N)=O)O[C@@H](n2cnc3c(N)ncnc32)[C@H]1O[Si](C)(C)C(C)(C)C (stereo not given in full),88,102,96,76,113,/,87,92,99

# Quoted at random: 2 records from the list, in no set order.
SMILES,NCI-H23,SN12C,OVCAR-4,OVCAR-3,IGROV1,NCI-H226,NCI/ADR-RES,SK-OV-3,OVCAR-5
COc1cc(C2CC(=O)Nc3c(-c4ccc(F)cc4)csc32)cc(OC)c1OC (stereo not given),57,78,54,88,76,64,64,78,88
S=c1nc(-c2ccc(Cl)cc2)cc(-c2ccco2)[nH]1,98,90,104,112,95,97,106,103,105

# Following part.
SMILES,NCI-H23,SN12C,OVCAR-4,OVCAR-3,IGROV1,NCI-H226,NCI/ADR-RES,SK-OV-3,OVCAR-5
CC1Cc2cc(F)ccc2-n2cccc21 (stereo not given),98,/,/,109,92,154,107,101,95
CN1CCCNc2c(c(=O)c2=O)NCCCN(C)CCCNc2c(c(=O)c2=O)NCCCN(C)CCCNc2c(c(=O)c2=O)NCCCN(C)CCCNc2c(c(=O)c2=O)NCCCN(C)CCCNc2c(c(=O)c2=O)NCCC1,87,92,113,109,99,98,116,90,122
O=C(Nc1cccc2c(NC(=O)N3CCCCC3)cccc12)N1CCCCC1,102,105,101,117,110,104,102,91,107
CC(=S)N/C=C(\C#N)S(=O)(=O)c1ccc(C)cc1,98,105,105,119,111,99,105,102,104
O=C(c1ccccc1)c1ccc(O)cc1,98,106,106,106,97,86,104,105,107
CCOC(=O)C1=C(C)O/C(=C/c2ccccc2)C1=O,100,96,99,117,112,98,/,107,91
CCOC(=O)c1ccc(-n2nc(C(=O)NCC(=O)O)nc2-c2ccccc2)cc1,99,104,95,110,110,83,105,103,102
O=C(CC1C(=O)c2ccccc2C1=C1C(=O)c2ccccc2C1=O)c1ccccc1 (stereo not given),91,90,95,96,94,86,103,88,108
Cc1nn(-c2ccccc2)c(N(C)Cc2ccccc2)c1C1CC(c2ccc(F)cc2)=NN1c1cc(Cl)cc(Cl)c1 (stereo not given),100,95,103,100,103,85,105,95,94
CC(Br)C(OC(=O)c1ccccc1Cl)c1cc2c(cc1Br)OCO2 (stereo not given),78,99,78,89,69,77,85,124,90
COc1cc2c3c(c1OC)-c1ccccc1CC3OCC2 (stereo not given),98,91,87,118,67,/,107,111,109
COc1ccc2nc(C)cc(Nc3ccc(Cl)cc3)c2c1,104,97,91,105,98,100,102,105,101
CC1(C)C(=O)CC[C@]2(C)[C@H]3CC=C4[C@@H]5C[C@@](C)(c6nnc(-c7ccncc7)o6)CC[C@]5(C)CC[C@@]4(C)[C@]3(C)CC[C@@H]12,106,97,114,110,95,103,105,109,107
COc1cc2c(cc1-c1c(C)noc1C)ncc1nc(C3CCCCC3)n([C@H](C)COC(F)F)c12,60,58,45,37,38,53,38,13,75
O=c1nc2[nH]c3ccc(F)cc3c2n[nH]1,94,97,102,112,108,/,101,105,100
O=C(/C=C/c1ccc(Cl)cc1)c1ccc(Br)cc1,95,/,92,100,88,108,101,100,92
N#CN1CCOCC1,107,107,96,114,115,110,110,107,116
O=C(c1ccc(O)cc1)C1[C@H](c2ccccc2Br)[C@@H](c2ccccc2)NC12C(=O)Nc1ccccc12 (stereo not given in full),34,30,48,21,27,53,53,71,57
C#CCOc1ccccc1C(OC(=O)c1cccc(OC)c1)C(=O)NC(C)(C)C(C)(C)C (stereo not given),80,96,86,97,67,81,88,101,89
C=C(C)[C@@H]1CC[C@]2(C(=O)NCc3ccc(OCc4cn(-c5ccc([N+](=O)[O-])cc5)nn4)c(CC)c3)CC[C@]3(C)C(CCC4[C@@]5(C)CCC(OC(C)=O)C(C)(C)C5CC[C@]43C)C12 (stereo not given in full),102,89,104,118,102,94,104,101,99
CCOC(=O)Cc1csc(NC(=O)c2cccnc2)n1,100,95,97,118,102,90,104,95,92
Clc1ccc(CSc2nnc(-c3cccs3)n2-c2ccccc2)cc1,92,100,76,93,85,79,88,88,96
COc1cccc(NC(=O)Nc2ccc(Nc3ncnc4sc5c(c34)CCCC5)cc2)c1,104,91,89,99,106,90,106,88,107
COC1OC(O)C(NC(=O)C(F)(F)F)CC1O (stereo not given),103,98,99,108,110,114,105,104,105

# Three compounds from above, sorted by count of non-hydrogen atoms, smallest number first.
SMILES,NCI-H23,SN12C,OVCAR-4,OVCAR-3,IGROV1,NCI-H226,NCI/ADR-RES,SK-OV-3,OVCAR-5
Cc1cc2ccccc2cc1C(=O)c1ccccc1,90,90,84,101,68,81,66,85,97
COc1ccc2nc(C)cc(Nc3ccc(Cl)cc3)c2c1,104,97,91,105,98,100,102,105,101
NS(=O)(=O)c1ccc(-n2cc(CN3CCCCC3)nn2)cc1,107,100,105,113,104,99,109,122,105

# Profiles from above:
# CC1(C)C(=O)CC[C@]2(C)[C@H]3CC=C4[C@@H]5C[C@@](C)(c6nnc(-c7ccncc7)o6)CC[C@]5(C)CC[C@@]4(C)[C@]3(C)CC[C@@H]12 is listed as NCI-H23 = 106; SN12C = 97; OVCAR-4 = 114; OVCAR-3 = 110; IGROV1 = 95; NCI-H226 = 103; NCI/ADR-RES = 105; SK-OV-3 = 109; OVCAR-5 = 107
# CC(=O)N1CCN(c2cc3c(cc2F)c(=O)c(C(=O)NC2[C@H](O)OC(CO)[C@@H](O)[C@@H]2O)cn3C2CC2)CC1 (stereo not given in full) is listed as NCI-H23 = 104; SN12C = 112; OVCAR-4 = 108; OVCAR-3 = 115; IGROV1 = 114; NCI-H226 = 103; NCI/ADR-RES = 107; SK-OV-3 = 109; OVCAR-5 = 103

# (cont.)
SMILES,NCI-H23,SN12C,OVCAR-4,OVCAR-3,IGROV1,NCI-H226,NCI/ADR-RES,SK-OV-3,OVCAR-5
Brc1cnc[nH]1,107,92,/,120,99,105,111,98,107
CCCC(=O)Oc1ccc(C2CCCCC2)cc1,101,103,108,109,101,111,102,103,106
CO[C@H]1/C=C/O[C@@]2(C)Oc3c(C)c(O)c4c(O)c(c(/C=N/N5C(C)CN(Cc6ccccc6)CC5C)c(O)c4c3C2=O)NC(=O)/C(C)=C\C=C\[C@H](C)[C@H](O)[C@@H](C)[C@@H](O)[C@@H](C)[C@H](OC(C)=O)[C@@H]1C (stereo not given in full),15,87,90,/,/,68,-20*,116,99
Cc1ccc(/C=C/C(=O)c2ccc(-c3cc4ccccc4oc3=O)nc2C)o1,/,101,101,114,95,95,105,101,106
COc1ccc(-c2nc(SCC(C)C)nc(Nc3ccc(/C(C)=N\NC(N)=S)cc3)c2C#N)cc1,/,63,62,74,75,14,59,117,92
